Screening data (PubChem)
ZTA DNA inh = ZTA (EBV) inhibition in EBNA-1 counter-screen; ZTA-DNA binding, fluorescence polarization; inhibition, % at 11 µM; hit rate 0.15% among 320,000; AID 2234; P03206; in the data active = inhibition above about 33%
EBNA-1 inhibitor = blocks EBNA-1 binding to DNA | EBNA-1 DNA binding, fluorescence polarization | inhibition, % at 14.8 µM | hit rate 0.34% among 300,000 | AID 1950; in the data active = inhibition above about 28%
RPL19A-GFP yeast = alters RPL19A-GFP fluorescence in TOR pathway yeast screen. S. cerevisiae RPL19A-GFP strain, flow cytometry, 3 h; hits give low values. hit rate 0.3% among 330,000. AID 2025. percent response vs DMSO, % at 10 µM;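 active = percent response vs DMSO below 50%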;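 also: median channel GFP fluorescence of the barcoded RPL19A-GFP strain; ratio of sample median GFP to plate DMSO average so 100% = DMSO; lower means less RPL19A-GFP as with rapamycin TOR inhibition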
LAP4 TOR yeast = modulators of TOR pathway LAP4-GFP in S. cerevisiae | S. cerevisiae LAP4-GFP multiplex, flow cytometry GFP, 3 h; median GFP as percent of DMSO wells | GFP response vs DMSO, % at 10 µM | hit rate 0.34% among 320,000;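 active = GFP response vs DMSO above a set limit, about the screen mean plus 3 SD, cut at about 150% in these data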
procasp7 counter = activates human procaspase-7, counter-screen for procaspase-3 activators; hit rate 0.093% among 330,000; P55210; activation, % at 8.5 µM; recombinant procaspase-7, Ac-DEVD-pNA absorbance 405 nm; D23A/D198A/D206A triple mutant, cannot self-cleave; scale: DMSO 0, 5 µM enzyme 100;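 active = percent activation above the screen-wide mean plus 3 SD, cut at about 25% in these data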
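Replicates: singlicate. Assay system: Procaspase-7 triple mutant (PC-7 D3A). Signal: 405 nm absorbance of p-nitroaniline. Times: 1 h preincubation, 2 h reaction. Buffer or medium: Zinc-free HEPES pH 7.4 with 300 mM NaCl, 0.01% Triton X-100. Also added: DEVD-pNA substrate. Benchmarks: DMSO wells as 0%, DMSO with 5 µM added PC-7 as 100%.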
AHR activator = activators of human aryl hydrocarbon receptor; P35869; AHR-responsive luciferase reporter cells, luminescence; activation, % at 5 µM; hit rate 2.5% among 320,000; in the data active = activation above about 47%;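 also: 0% = vehicle wells and 100% = reference agonist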
MEP2-GFP yeast = modulators of TOR pathway MEP2-GFP in S. cerevisiae; S. cerevisiae MEP2-GFP strain, flow cytometry GFP, 3 h; 100% = DMSO control level; GFP response vs DMSO, % at 10 µM; hit rate 0.51% among 330,000;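 active = GFP response versus DMSO above a set limit, roughly screen mean plus 3 SD, cut at about 180% in these data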;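 also: median GFP fluorescence of the barcode-gated MEP2-GFP cells per well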
proCasp3 act = activators of human procaspase-3; P42574; activation, % at 8.5 µM; AID 463141; recombinant procaspase-3 D3A, Ac-DEVD-pNA absorbance 405 nm; hit rate 0.11% among 330,000;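 active = activation above the mean of all tested compounds plus 3 SD, cut at about 21% in these data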;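 also: 0% = DMSO alone and 100% = DMSO wells spiked with extra 5 µM PC-3 D3A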
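Assay system: Autoprocessing-dead procaspase-3 D3A mutant enzyme; also added: Ac-DEVD-pNA; doses: one concentration, 8.5 µM nominal, 0.8% DMSO; times: 1 h compound preincubation, 2 h substrate hydrolysis at 25 °C; technique: 405 nm absorbance of p-nitroaniline, reads at 0 and 120 min; measure: % activation between DMSO and enzyme-spiked controls; repeats: single replicate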
The depositor's hits bear a star; / = not tested or not shown; & = joins results of further samples. Not a hit list; any-hit rate near 3.8%.

SMILES	ZTA DNA inh	EBNA-1 inhibitor	RPL19A-GFP yeast	LAP4 TOR yeast	procasp7 counter	AHR activator	MEP2-GFP yeast	proCasp3 act
CN(C)/C=C/c1onc(-c2c(Cl)cccc2Cl)c1C#N	7	5	97	100	-4	0	100	-3
CCc1ccc2c(c1)CCCN2C(=O)c1ccccc1C(=O)O	4	8	99	101	10	8	100	2
CSc1ccc(S(=O)(=O)NCCCn2ccnc2)cc1	-16	3	99	85	1	11	92	-5
CC(=O)Nc1ccc(S(=O)(=O)N2CCC(NC(=O)C(Cc3cccn3C)NC(C)=O)CC2)cc1 (stereo not given)	5	11	106	102	-5	1	107	-4
O=C(O)/C=C/c1ccc(-c2cccc(C(F)(F)F)c2)o1	6	3	101	101	-20	6	99	2
CCOC(=O)Cn1nnc(-c2cc(OC)c(OC)c(OC)c2)n1	-7	-3	97	99	4	1	103	6
Cc1ccc(-c2cc(C(=O)N3CCN(c4ccc(F)cc4)CC3)c3ccccc3n2)o1	9	0	/	106	-8	16	104	1
NC(=O)COC(=O)c1cc(-c2cccs2)nn1-c1ccccc1	3	0	95	113	7	1	110	1
Cc1ccc(C(O)(C(=O)NNc2ccc3ccccc3n2)c2ccc(C)cc2)cc1	-1&-2	5&-1	99&110	106&98	-3&-14	1&7	97&103	-8&-10
COc1ccc(N(C(=O)c2ccn[nH]2)C(C(=O)NC2CCCC2)c2ccc(F)cc2)cc1 (stereo not given)	1	-2	107	98	-6	-1	101	-3
CC1CCC(C(C)C)C(OC(=O)COC(=O)c2cc(O)ccc2N)C1 (stereo not given)	-4	-1	93	84	50*	0	101	41*
O=C(Nc1ccnn1C1CCN(C/C=C/c2ccccc2)CC1)c1cccc(F)c1	4	-9	99	86	7	3	106	12
Cc1cc(NC(=O)CSc2ccc3nnc(-c4ccc(F)cc4)n3n2)no1	-3	0	99	101	13	5	106	-2
CCN(CC)S(=O)(=O)c1ccc(N2CCOCC2)c(NS(=O)(=O)c2ccc(C(C)C)cc2)c1	14	18	94	128	3	0	109	6
O=C(CCN1CCN(Cc2ccccc2)CC1)Nc1ccc(OCc2ccccc2)cc1	1	9	99	101	7	1	100	3
Oc1ccccc1/C=N/[n+]1ccccc1	-8	-15	103	96	0	3	105	-5
Cc1cccc(Nc2nc(N)nc(CC(=O)CSc3ccc(Cl)cc3)n2)c1	-15	3	109	96	4	3	106	1
CCOC(=O)N1c2ccccc2Sc2ccccc21	-5	-7	96	90	1	0	97	6
CCOC(=O)Nc1ccc(C)cc1C	11	-2	104	98	4	4	101	5
COc1ccc(C)cc1NC(=O)C1CCN(S(=O)(=O)c2ccccc2)CC1	-9	2	95	97	-4	15	93	-2
O=C(Oc1cccc(/C=N/Nc2nc(N3CCOCC3)nc(N3CCOCC3)n2)c1)c1ccco1	-30	-12	99	101	-4	-2	104	10
CC(CNC(=O)CN1C(=O)NC2(CCCCC2)C1=O)c1ccccc1 (stereo not given)	1	/	98	105	-2	-1	99	-2
N=C1SC(CC(=O)Nc2ccc([N+](=O)[O-])cc2)C(=O)N1c1ccccc1 (stereo not given)	-6	-9	96	109	0	2	95	3
CC(NC(=O)COc1ccc(Br)cc1)C1CCCO1 (stereo not given)	-16	2	94	97	6	11	94	8
COc1ccc(N2CC(C(=O)N[C@@H](CC(C)C)C(=O)NC3CCCCC3)CC2=O)cc1 (stereo not given in full)	-19	-3	96	90	1	3	97	2

Results in LAP4 TOR yeast and procasp7 counter (two entries from above):
| canonical_smiles | LAP4 TOR yeast | procasp7 counter |
| --- | --- | --- |
| O=C(O)/C=C/c1ccc(-c2cccc(C(F)(F)F)c2)o1 | 101 | -20 |
| CCOC(=O)N1c2ccccc2Sc2ccccc21 | 90 | 1 |

More structures.
SMILES	ZTA DNA inh	EBNA-1 inhibitor	RPL19A-GFP yeast	LAP4 TOR yeast	procasp7 counter	AHR activator	MEP2-GFP yeast	proCasp3 act
CCc1cc2cc(C)cc(C)c2nc1SCC(=O)Nc1cc(C)on1	-5	10	86	88	-1	-3	95	-3
Cc1cccc(NC(=O)COc2ccc(/C=C\c3[nH]c(=O)[nH]c(=O)c3[N+](=O)[O-])cc2)c1	44*	19	100	103	8	-2	102	-6
Cn1c(=O)[nH]c(=O)c2c1nc(Br)n2Cc1ccccc1F	-2	2	99	94	-2	9	101	-3
COC(=O)c1ccccc1NC(=S)N1CCOCC1	7	4	103	94	-13	-1	107	-15
O=C(NCC1CCN(Cc2ccc(Cl)cc2)CC1)C1CCCN(c2ncnc3c2nc2n3CCCCC2)C1 (stereo not given)	2	-6	98	91	11	-2	99	11
Cc1ccc(C2=NN(C(=O)C3CCCO3)C(c3ccco3)C2)cc1 (stereo not given)	7	1	100	96	6	-4	92	-3
Cc1ccc(NC(=O)COc2ccccc2)c(NC(=O)c2ccco2)c1	-2	1	98	82	0	7	91	7
Cc1ccc(C(=O)NC2CCCCCC2)cc1S(=O)(=O)N1CCOCC1	1	-14	99	89	-14	10	127	-3
Cc1nc2ccccc2n1CC(O)COC1CCCCC1 (stereo not given)	2	-9	101	93	2	4	100	1
Cc1c(Cl)cccc1NC(=O)CN1CCC(C(O)(c2ccccc2)c2ccccc2)CC1	-1	-7	97	101	4	-2	106	3
CC(C)(C)C(=O)COC(=O)c1cc(-c2cccnc2)nc2ccccc12	21	-8	95	96	12	3	97	5
CCOC(=O)c1cnc2nc(C(F)(F)F)[nH]n2c1=O	5	10	97	92	13	1	102	0
O=C1COc2ccc(S(=O)(=O)N3CCC(C(=O)NCc4ccc(F)cc4)CC3)cc2N1	-14	-5	111	93	0	0	109	0
Cc1nc(SCC(=O)Nc2nnc(C(C)C)s2)n[nH]1	5	1	104	102	-1	0	107	5
Cc1ccc(C)c(S(=O)(=O)N(C(=O)c2ccncc2)c2ccc(OC(=O)c3ccncc3)cc2)c1	-15	6	90	95	-6	1	93	6
Cn1nnnc1-c1cc(Cl)cc(Cl)c1	-9	4	96	101	-3	-1	100	4
O=C(c1ccc(F)cc1)N1CCC2(CC1)NCCc1[nH]cnc12	-13	1	98	99	3	1	99	0
Cc1cc(C)c2cc(C)c3nnc(SCC(=O)NCc4ccc5c(c4)OCO5)n3c2c1	1	-5	100	94	5	8	101	-8
Cc1ccc(-c2cnc(C3CC3)o2)cc1S(=O)(=O)Nc1ccccc1	-4	-8	102	98	-2	5	109	0
CCCOc1ccc(-c2nc(SCc3ccccc3)[nH]c(=O)c2C#N)cc1OC	11	17	103	99	-3	1	109	7
CCOC(=O)N1CCN(CC(=O)N2CCC(C(N)=O)CC2)CC1	4	6	95	105	9	0	96	5
CCSCCc1nnc(NC(=O)Nc2cccc(C(F)(F)F)c2)s1	2	12	105	88	2	42	99	3
CC(C)NS(=O)(=O)c1ccc(NC(=O)C2CCCCC2)cc1	6	5	92	99	5	-1	99	5
Clc1ccc(Cl)c(-c2ccc(/C=N/c3ncn[nH]3)o2)c1	15	1	91	91	7	1	95	-1
Cc1ccc2cc(/C=N/NC(=O)CN3CCOCC3)c(Cl)nc2c1	1	6	96	94	-1	-4	93	-4
Continuation.
SMILES	ZTA DNA inh	EBNA-1 inhibitor	RPL19A-GFP yeast	LAP4 TOR yeast	procasp7 counter	AHR activator	MEP2-GFP yeast	proCasp3 act
CC(C)c1cccc(C(C)C)c1NC(=O)COc1nncc2ccccc12	-4	-12	103	90	-1	-3	106	1
Cc1cc2cc3c(cc2nc1SCC(=O)O)CCC3	-3	-1	96	129	0	6	99	6
CCOc1cccc(C(=O)NC(=S)Nc2cccc(NC(=O)c3ccccc3Cl)c2)c1	-6	4	102	100	-13	15	105	0
Cc1c(C(=O)N2CCN(c3ncccn3)CC2)oc2ccc(F)cc12	/	/	97	96	1	4	95	-4
Cc1nnc2ccc(N3CCN(c4ccccn4)CC3)nn12	-20	3	104	88	11	0	90	2
O=C(Nc1ccccc1N1CCOCC1)c1cc(-c2ccncc2)nc2ccccc12	0	6	95	108	5	4	105	8
O=C(Nc1ccc(NC(=O)c2cccs2)cc1)c1cccnc1	-1	-4	99	107	-3	1	92	-4
CC(=O)CSc1nnc(CSc2ncccn2)n1C1CCCCC1	-7	-9	95	98	-7	0	98	7
CCCCOC(=O)Nc1ccc(S(=O)(=O)Nc2onc(C)c2C)cc1	-13	-3	103	96	-2	0	105	-3
CCn1c(CSCc2c(Cl)cccc2Cl)n[nH]c1=S	6	2	93	99	-8	-1	92	-5
COC(=O)/C=C1\C(=O)N(c2nc3ccccc3s2)C(=S)N1c1ccc(F)cc1	6	-9	100	105	-3	25	102	-7
Cc1ccc(S(=O)(=O)N(CC(=O)N2CCc3ccccc3C2)c2ccc(Cl)c(Cl)c2)cc1	-15	7	98	93	-8	1	102	1
O=C(CCOc1ccccc1)NCc1ccccc1	2	-17	93	96	4	0	102	0
CC(=O)Nc1ccc(N(C(=O)c2ccco2)C(C(=O)NC2CCCC2)c2ccc(N3CCOCC3)cc2)cc1 (stereo not given)	-3	-7	98	97	11	0	101	3
S=C(Nc1ccc2cn[nH]c2c1)Nc1ccc(Cl)cc1Cl	12	3	97	102	-19	24	97	-14
O=C(NCc1cccs1)c1ccccc1F	-5	8	98	98	1	-1	102	5
CC1CCCCC12NC(=O)N(CC(=O)OCC(=O)N(C)C1CCCCC1)C2=O (stereo not given)	2	/	101	107	-6	-1	107	0
O=C(CCNS(=O)(=O)c1c(Cl)cccc1Cl)OCC(=O)c1ccccc1	-1	1	100	91	14	1	102	-2
COc1ccc(C)cc1S(=O)(=O)N1CCN(C(=O)c2ncoc2-c2ccccc2C)CC1	4	-18	110	99	1	3	111	13
N/C(=N\OC(=O)c1ccc2c(c1)OCO2)c1ccncc1	7	5	101	108	3	26	100	0
O=S(=O)(c1ccccc1F)N1CCN(Cc2nc3ccccc3[nH]2)CC1	-7	-9	99	92	5	0	96	-3
COc1cc(C(=O)NNC(=O)C2CSC3(C)CCC(=O)N23)cc(OC)c1OC (stereo not given)	-5	/	98	112	1	16	101	1
CC(C)(C)C(=O)Nc1c2c(nn1-c1ccc(F)cc1)CSC2	7	8	89	84	6	3	90	0
COc1ccc(/C=N/NC(=S)Nc2ccccc2)cc1COc1ccc(Br)cc1	11	2	110	98	-9	14	110	-9
CCOc1ccc(N(C)S(=O)(=O)c2ccc(C)c(C(=O)Nc3nnc(C4CC4)s3)c2)cc1	0	/	95	88	2	1	91	1
The list continues:
SMILES	ZTA DNA inh	EBNA-1 inhibitor	RPL19A-GFP yeast	LAP4 TOR yeast	procasp7 counter	AHR activator	MEP2-GFP yeast	proCasp3 act
Cc1cccc(S(=O)(=O)c2c(N)n(-c3ccccc3)c3nc4ccccc4nc23)c1	-22	-10	101	99	1	4	103	15
CC(=O)c1cccc(NC(=S)NC(=O)C(C)C)c1	-1	-9	95	108	8	4	110	-3
Cc1ccc2oc(C(=O)N3CCC(N4CCSCC4)CC3)c(C)c2c1	12	-5	99	91	-1	-2	99	8
COc1cccc(NC(=O)CN2C(=O)CSc3ccc(S(=O)(=O)N4CCCCC4)cc32)c1	-11	-3	98	102	4	4	99	9
CC(C)CC(NS(=O)(=O)c1cccc(C(=O)O)c1)C(=O)O (stereo not given)	6	9	103	104	1	0	107	3
Cc1ccc(S(=O)(=O)N2[C@@H](c3ccc(F)cc3)C(C(=O)O)=CC[C@H]2c2ccc3c(c2)OCO3)cc1	4	8	94	92	7	2	122	-2

Entries from the list above containing a thiophene ring, fused or not (three):
SMILES	ZTA DNA inh	EBNA-1 inhibitor	RPL19A-GFP yeast	LAP4 TOR yeast	procasp7 counter	AHR activator	MEP2-GFP yeast	proCasp3 act
NC(=O)COC(=O)c1cc(-c2cccs2)nn1-c1ccccc1	3	0	95	113	7	1	110	1
O=C(Nc1ccc(NC(=O)c2cccs2)cc1)c1cccnc1	-1	-4	99	107	-3	1	92	-4
O=C(NCc1cccs1)c1ccccc1F	-5	8	98	98	1	-1	102	5
